Screening data from PubChem.
ERG Ets-DNA blk: blocks human ERG Ets domain binding to DNA. 370,000 tested, 0.028% active. P11308. fluorescence polarization, His-ERG Ets domain / labelled DNA. AID 624246. Potency, µM (series often up to 76.9 µM), for inactives: top-dose FP activity, negative = inhibition, usual class: inhibitors; active means well fitted inhibition curve with a large enough effect in the polarisation, with a control signal flat; inconclusive means small, poorly fitted or top-dose-only effect, or effect the other way, or a change in a side signal; inactive means no such curve, though single readings can be large or run the other way; the % refers to the polarisation;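 further: polarization taken with two DNA probes labelled with fluorescein and Texas red; potency means the concentration at half of the fitted maximal effect; % of control where 0% means no effect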
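His-tagged ERG Ets domain (1 uM in the protein solution; 300mM KCl, 50mM Tris-HCl, 1mM EDTA, 1mM DTT, pH 7.5) received compound, then a probe mix of 5 nM fluorescein-DNA and 100nM Texas-615-DNA. Fluorescence polarization was read for both dyes.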
G9a inh: G9a (human) methyltransferase inhibition; Q96KQ7; G9a H3K9 monomethylation, AlphaScreen, 2 h; Potency, µM (top dose mostly 102 µM), for inactives: at the top dose activity, negative = inhibition, usual class: inhibitors; 350,000 tested, 8.8% active; AID 504332; further: potency means the concentration at half of the fitted maximal effect; on the % scale 0 is the no-effect control and ±100 the full control effect; nearly all actives have a fitted effect of over 75% in size
Target sequence (Q96KQ7 913-1193 limits assumed): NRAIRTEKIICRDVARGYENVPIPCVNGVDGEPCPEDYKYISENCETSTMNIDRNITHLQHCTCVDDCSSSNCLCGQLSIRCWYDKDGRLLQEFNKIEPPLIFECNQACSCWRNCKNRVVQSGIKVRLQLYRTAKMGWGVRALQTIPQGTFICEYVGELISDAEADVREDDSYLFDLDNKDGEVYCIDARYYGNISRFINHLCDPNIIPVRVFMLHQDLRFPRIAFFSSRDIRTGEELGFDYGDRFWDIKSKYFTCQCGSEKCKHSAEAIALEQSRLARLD
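Step 1: enzyme (final 20 nM) with compound, 15 min RT. Step 2: substrate peptide 500 nM and SAM 20 uM, 2 h RT. Step 3: anti-H3K9me1 antibody and AlphaScreen beads, 10 min, then plate read.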
BAZ2B inh: inhibitors of human BAZ2B bromodomain; Potency, µM (highest dose often 114 µM), without a hit: at the highest dose activity change, negative = inhibition, hits mostly inhibitors; AID 504333; AlphaScreen BAZ2B-H3K14Ac peptide displacement; 360,000 tested, 4.4% active; Q9UIF8; further: potency means the concentration at half of the fitted maximal effect; on the % scale 0 is the no-effect control and ±100 the full control effect; nearly all actives have a fitted effect of over 60% in size
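In this displacement format the biotinylated H3(5-23) peptide acetylated at Lys14 serves as ligand at 50 nM, with BAZ2B at 50 nM in PBS pH 7.4 containing 0.01% Tween-20. Donor and acceptor beads are 10 ug/mL final.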
GLS inhibitor: blocks human kidney-isoform glutaminase activity; O94925; GLS enzymatic activity, qHTS titration; Potency, µM (highest dose often 45.5 µM), inactives show top-dose activity change, negative = inhibition, hits mostly inhibitors; 410,000 tested, 0.21% active; further: potency means the concentration at half of the fitted maximal effect; on the % scale 0 is the no-effect control and ±100 the full control effect
Target sequence (O94925 whole entry, looked up, canonical isoform): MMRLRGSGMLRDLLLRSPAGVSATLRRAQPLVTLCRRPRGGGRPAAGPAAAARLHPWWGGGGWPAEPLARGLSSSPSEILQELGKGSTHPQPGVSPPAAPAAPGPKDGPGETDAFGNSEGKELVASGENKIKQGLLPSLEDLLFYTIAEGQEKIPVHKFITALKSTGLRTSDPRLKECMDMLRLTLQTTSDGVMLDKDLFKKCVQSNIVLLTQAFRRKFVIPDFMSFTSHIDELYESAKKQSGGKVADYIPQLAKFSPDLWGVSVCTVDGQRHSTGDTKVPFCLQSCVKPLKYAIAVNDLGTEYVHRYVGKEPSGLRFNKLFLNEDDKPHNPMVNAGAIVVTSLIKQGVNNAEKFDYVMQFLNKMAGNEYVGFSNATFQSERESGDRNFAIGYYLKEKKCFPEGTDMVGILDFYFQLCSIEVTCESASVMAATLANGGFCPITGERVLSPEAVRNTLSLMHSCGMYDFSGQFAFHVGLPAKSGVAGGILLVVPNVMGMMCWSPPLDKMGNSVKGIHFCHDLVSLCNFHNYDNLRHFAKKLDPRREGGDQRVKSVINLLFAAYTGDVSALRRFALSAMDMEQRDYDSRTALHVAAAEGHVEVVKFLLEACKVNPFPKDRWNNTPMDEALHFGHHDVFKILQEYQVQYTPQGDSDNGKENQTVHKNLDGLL
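hKGA; 45 mM KH2PO4 pH 8.2 + 0.02% Tween-20; cpd via pin tool; 1 mM Gln soln; GluOx/HRP/Amplex Red; RT 30 min; fluor. t0 & final.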
PI4K2A block: inhibitors of human PI4K2A; Q9BTU6; purified PI4K2A, ADP-Glo luminescence, 1 h; active compounds read low; activity change, negative = inhibition, % at 76.9 µM; 420,000 tested, 0.13% active; AID 1346378; in the data active means activity change below about -50%; inconclusive means mostly about -30% to -49%;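 further: -100% = wells without enzyme as full effect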
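In this quantitative HTS, ADP production by PI4K2A was quantified luminescently after 1 h at ambient temperature; 100 microM adenosine served as plate-quality control.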
12-LOX inh: inhibitors of human 12S-lipoxygenase ALOX12; P18054; purified 12hLO, xylenol orange hydroperoxide absorbance; Potency, µM (series often up to 108 µM), for the others: at the highest dose activity change, negative = inhibition, most hits filed as inhibitors; 580,000 tested, 1.1% active; further: potency means the concentration at half of the fitted maximal effect; on the % scale 0 is the no-effect control and ±100 the full control effect
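Purified human 12hLO at 150 nM in 25 mM Hepes, 0.01% Triton X-100, pH 7.0, preincubated 15 min at room temperature with compound. Reaction started with 40 uM arachidonic acid, 30 min at room temperature. Hydroperoxide measured by Fe-xylenol orange, 573/405 nm absorbance ratio.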
JMJD2A Tudor: blocks the human JMJD2A Tudor domain | AlphaScreen JMJD2A-Tudor / H3K4me3 peptide binding | AID 504339 | Potency, µM (series often up to 114 µM), for inactives: at the top dose activity change, negative = inhibition, actives largely listed as inhibitors | 390,000 tested, 4.4% active; further: potency means the concentration at half of the fitted maximal effect; on the % scale 0 is the no-effect control and ±100 the full control effect; nearly all actives have a fitted effect of over 50% in size
HP1b chromo inh: HP1-beta chromodomain-methylated histone interaction inhibition; AlphaScreen HP1-beta / biotin-H3K9me3 peptide binding; Potency, µM (titrated, usually from 114 µM), inactives show at the top dose activity change, negative = inhibition, most hits filed as inhibitors; AID 540317; 390,000 tested, 0.56% active; P83916; further: potency means the concentration at half of the fitted maximal effect; nearly all actives have a fitted effect of over 70% in size; inactives centre near 23
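Compound inhibition of the preformed complex between 50 nM HP1-beta and 50 nM biotinylated H3K9me3 peptide was read by AlphaScreen. Buffer was PBS pH 7.4 with 0.01% Tween-20. Incubations ran 30 min at room temperature, with 10 ug/mL donor/acceptor beads.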
RGS4 inh: blocks human RGS4-accelerated GTP hydrolysis. P49798. Transcreener GDP fluorescence polarization, RGS4-accelerated GTP hydrolysis. Potency, µM (highest dose often 114 µM), for the others: top-dose activity change, negative = inhibition, hits mostly inhibitors. 390,000 tested, 0.039% active; further: potency means the concentration at half of the fitted maximal effect; on the % scale 0 is the no-effect control and ±100 the full control effect; nearly all actives have a fitted effect of over 75% in size; some results filed as inactive show a strong effect at the top dose
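MLSMR compounds (23 nl, pin-transferred) preincubated 10 min at room temperature with a 500nM (2x) first reagent, then RGS4 at 900nM (2x) plus Transcreener GDP mix added; fluorescence polarization (620/688 nm) read before and after 90 min at 30 °C.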
The depositor's hits bear a star; ? = inconclusive; . = not tested or not shown; & = joins results of further samples; [ ] = remark or other dose. Unless noted, the call rests on the fitted dose curve; in most records, active means well fitted curve in the direction sought with a large enough effect; inconclusive means small, poorly fitted or top-dose-only effect, or another doubt; inactive means no such curve, though single readings can be large; an effect the other way counts as inactive or inconclusive. An excerpt; rates above refer to the full screens.

SMILES | ERG Ets-DNA blk | G9a inh | BAZ2B inh | GLS inhibitor | PI4K2A block | 12-LOX inh | JMJD2A Tudor | HP1b chromo inh | RGS4 inh
O=S(=O)(c1cccc(C(F)(F)F)c1)N1CCCC1c1cccnc1 (configuration not stated) | 1% | 12% | 2% | 7% | 0 | 94%[activator] | -14% | 8% | 2%
CC(OC(=O)c1cccc(-n2cnnn2)c1)C(=O)Nc1ccc(F)c(F)c1F (configuration not stated) | 4% | . | . | -4% | 1 | 11% | 7% | 58%[activator] | -11%
CCN(CC)CC(=O)c1c[nH]c2ccc(OC)cc12 | 0% | -8% | -5%[57.1 µM] | -5% | -8 | -2% | -8% | 32% | 0%
O=C(CSc1ccc(Cl)cc1)Nc1cccc(-c2nc3ncccc3o2)c1 | 6% | 3%[59 µM] | ? | 1% | -7 | -29% | -13% | 37% | 5%
Nc1ccc(C(=O)OCCCc2nc3ccccc3[nH]2)cc1 | -2% | -7%[59 µM] | . | 7% | -14 | 0% | -9% | 15% | 0%
O=C(Nc1cc(Cl)ccc1N1CCOCC1)c1ccc(F)c(S(=O)(=O)N2CCOCC2)c1 | 1% | ? | 6% | 12% | -1 | 8% | -5% | 25% | -3%
CCOC(=O)c1c(NC(=O)C(C)S(=O)(=O)c2cn(CC)c3ccccc23)sc2c1CCCC2 (configuration not stated) | -3% | -20% | -31% | -7% | -7 | -29% | -19% | 22% | -13%
O=C(c1cccs1)N1CCN(C(=O)c2cccs2)C1=S | . | . | . | 4% | 38 | ? | -18% | 32% | -6%
O=C(NNC(=O)C1CCN(Cc2ccc(F)cc2Cl)CC1)Nc1ccc([N+](=O)[O-])cc1 | 9% | . | -18% | 27% | 1 | -11% | -24% | 69%[activator] | -35%[56.9 µM]
COc1ccc(Cl)cc1NC(=O)C(=O)NC1CCCCCC1 | 1% | 16% | 0% | 3% | 4 | 0% | 19% | 22% | -2%
Cc1cc(OC(=O)c2ccccc2C(F)(F)F)c([N+](=O)[O-])c(=O)[nH]1 | 2% | ? | ? | -8% | -23 | ? | -26% | 52%[activator] | -4%
Cc1ccc(C)c(-n2ccnc2SCC(N)=O)c1 | -1% | 24%[12.7 µM] | -16% | -4% | 28 | 1% | 1% | 42%[activator] | 12%
CN(c1nnc(N)s1)C1CCCCC1 | -9% | 40µM* | -1% | 5% | -1 | 18%[57.4 µM] | -1% | 41%[activator] | -16%
NS(=O)(=O)c1ccc(CCNC(=O)CCCn2c(SCC(=O)N3CCCC3)nc3ccsc3c2=O)cc1 | 1% | ? | . | 18% | 3 | 82%[activator] | -10% | 30% | 28%
Cc1cc(NC(=O)CSCc2nc(-c3cccc(F)c3)oc2C)no1 | -12% | ? | 3% | 7% | -5 | 44%[57.4 µM] | -18% | 44%[activator] | 22%
Cc1ccc2c(c1)C1CN(C)CCC1N2C(=O)COc1ccc(N(C)C(=O)c2ccccc2)cc1 (configuration not stated) | 6% | -39% | -1% | 7% | 2 | -12% | -23% | 15% | 12%
O=C(c1ccc([N+](=O)[O-])c(CS(=O)(=O)c2ccc(Cl)cc2)c1)N1CCCC1 | 5% | 8% | 8% | 0% | -4 | -3% | -11% | 1% | 7%
CC(=O)c1ccc(NC(=O)c2ccc(C)c(Br)c2)cc1 | -1% | . | ? | 13% | -1 | 0% | -14% | 17% | 15%
CCn1nc(C)c(/C=N/NC(=O)Cn2nccc2C)c1C | -1% | 17%[59 µM] | -2% | 5% | 2 | 0% | ? | 10% | ?
COc1ccc(NC(=O)c2cccnn2)cc1 | 10% | -9%[2.33 µM] | -4% | -4% | -2 | ? | -16% | 46%[activator] | -11%
CCOC(=O)N1CCN(S(=O)(=O)N2CCCC(C(=O)NCc3ccc(F)cc3)C2)CC1 (configuration not stated) | 12% | -4% | -11%[57.1 µM] | 1% | 3 | 2% | 1% | 39%[activator] | -11%
Cc1ccc2nc3c(cc(C(=O)NC4CCCCC4)c(=N)n3C(C)C)c(=O)n2c1 | 1% | 4%[59 µM] | 1% | 2% | -2 | 4% | -8% | 24% | 20%
CN(C)/N=C/C=C1\CCC/C(=C/c2cccs2)C1=O | 33%[activator] | -35% | ? | 10% | -9 | 14% | ? | -5% | ?
COc1cc(/C=N/n2c(-c3cc(C)[nH]n3)n[nH]c2=S)ccc1O | -9% | 4µM* | -27% | 3% | -2 | -10% | ? | 47%[activator] | -16%
CC1CCCCC1NC(=O)C1CCCN1S(=O)(=O)c1cccc2nsnc12 (configuration not stated) | 12% | -3% | 40%[activator] | -2% | 5 | 8%[57.4 µM] | -6% | 50%[activator] | 1%
c1ccc(CSc2ccc(-c3cccnc3)nn2)cc1 | -3% | ? | -1% | 3% | -7 | 3% | -21% | 12% | -8%
CC(C)c1ccc(NC(=O)CSc2nc(=O)n(Cc3cccnc3)c3c2CCC3)cc1 | -1% | 0%[59 µM] | -27% | -9% | -4 | -28% | -22% | 28% | 13%
O=[N+]([O-])c1ccc2nc(SCc3cn4cccnc4n3)[nH]c2c1 | -7% | ? | -1% | -6% | 4 | -7% | 9% | 49%[activator] | -2%
Cn1c(=O)c2c(nc(CN3CCCCC3)n2CCc2ccccc2)n(C)c1=O | -2% | -5% | -5% | 8% | -3 | -24% | -7% | 22% | 4%
CCCCNC(=O)c1sc(=S)n2c1[nH]c(=O)c1ccc(C(=O)NCCc3ccc(OC)c(OC)c3)cc12 | 2% | 25µM* | ? | 1% | -7 | . | -26% | -23%[57 µM] | ?

The final 5 compounds of the section above open the next one:
SMILES | ERG Ets-DNA blk | G9a inh | BAZ2B inh | GLS inhibitor | PI4K2A block | 12-LOX inh | JMJD2A Tudor | HP1b chromo inh | RGS4 inh
c1ccc(CSc2ccc(-c3cccnc3)nn2)cc1 | -3% | ? | -1% | 3% | -7 | 3% | -21% | 12% | -8%
CC(C)c1ccc(NC(=O)CSc2nc(=O)n(Cc3cccnc3)c3c2CCC3)cc1 | -1% | 0%[59 µM] | -27% | -9% | -4 | -28% | -22% | 28% | 13%
O=[N+]([O-])c1ccc2nc(SCc3cn4cccnc4n3)[nH]c2c1 | -7% | ? | -1% | -6% | 4 | -7% | 9% | 49%[activator] | -2%
Cn1c(=O)c2c(nc(CN3CCCCC3)n2CCc2ccccc2)n(C)c1=O | -2% | -5% | -5% | 8% | -3 | -24% | -7% | 22% | 4%
CCCCNC(=O)c1sc(=S)n2c1[nH]c(=O)c1ccc(C(=O)NCCc3ccc(OC)c(OC)c3)cc12 | 2% | 25µM* | ? | 1% | -7 | . | -26% | -23%[57 µM] | ?
CC(=O)c1ccc(-n2nnnc2SCC(=O)NNC(=O)c2ccco2)cc1 | . | 11%[0.501 µM] | -35% | ? | 1 | -4%[57.4 µM] | -12% | 30% | -13%
CCc1ccc(NC(=O)C(=O)NNC(=O)c2ccc(OC)cc2)cc1 | 7% | 8% | -9% | 12% | 29 | -5% | -8% | 13%[57 µM] | -2%
CC(OC(=O)CCN1C(=O)C2CC=CCC2C1=O)C(=O)Nc1ccc(F)cc1 (configuration not stated) | 4% | . | . | 3% | 3 | -13% | -5% | 32% | 6%
COc1ccccc1C(=O)Nc1ccnn1C1CCN(C(=O)c2cnsn2)CC1 | -11% | . | -12% | 1% | 0 | -4% | -8% | 15% | -8%
COC(=O)c1[nH]c(C)c(/C(O)=C2\C(=O)C(=O)N(CCN3CCOCC3)C2c2ccco2)c1C (configuration not stated) | -3% | 50µM* | 0% | -15% | 3 | 0% | -30% | 17% | -34%
c1ccc2c(c1)nc(NCc1ccc3c(c1)OCO3)n2CCN1CCOCC1 | 15% | -9% | -13% | 26% | -4 | -4% | -16% | 37% | 8%[11.4 µM]
CN(C(=O)COC(=O)C1COc2ccccc2O1)C1(C#N)CCCCC1 (configuration not stated) | -9% | 6%[12.7 µM] | -1% | 5% | -1 | ? | -8% | 21% | 16%
CC(=O)OC1OCCOC1NC(=S)Nc1cccc(C(F)(F)F)c1 (configuration not stated) | -18% | 3% | 3% | -7% | 1 | 2% | 3% | 49%[activator] | -22%
O=C(CN1C(=O)C2CCCCC2C1=O)OCc1nnc(-c2ccccc2)o1 (configuration not stated) | -1% | 0% | -2% | -5% | 4 | 3% | -16% | 12% | -6%
Cc1ccc(S(=O)(=O)Nc2cc3c(cc2NCc2ccccc2)n(C)c(=O)n3C)c(C)c1 | 3% | 11µM* | 50µM* | 71%[activator] | 3 | -97% | ? | -16% | -11%
CC1(C)CC(=O)C2=C(C1)N(c1ccccc1)C(N)=C(C#N)C2c1ccsc1 (configuration not stated) | 6% | -23% | 8% | -2% | 2 | 93% | -18% | 31% | -1%
COC(=O)c1cc(S(=O)(=O)N2CCC(c3cc(OC)ccc3OC)C2)c[nH]1 (configuration not stated) | 8% | ? | -39% | 4% | -7 | -6% | -28% | 12% | -7%
CC(=O)c1ccc(O)c(CSC2=NCCS2)c1 | 2% | -3% | -20% | -6% | 3 | -15% | -6% | 7% | 18%
COCCCNC(=O)CSc1nc2cc(OC)c(OC)cc2c2nc(-c3ccccc3)nn12 | 8% | -17%[59 µM] | . | -5% | 3 | -25% | -13% | 32% | -3%
CCCC(=O)N/C(N)=N/c1nc(C)c2cc(C)ccc2n1 | 0% | -5% | -2% | 11% | -5 | -2%&0% | -19% | 3% | 7%
